Source: PubChem
Yp Topo-I inh: blocks Yersinia pestis topoisomerase I activity; activity, % at 10 µM; AID 504884; 0.064% of 360,000 active; Y. pestis Topo-I cleavage product accumulation, plate reader; in the data active = activity above about 50%, passing the limit was not always enough; inconclusive = no clear call, values can overlap the other calls; also: inactives centre near 2
BioA inh: inhibitors of Mycobacterium tuberculosis BioA enzyme. inhibition, % at 9.99 µM. purified M. tuberculosis BioA enzyme, plate reader. AID 602481. 0.096% of 360,000 active; in the data active = inhibition above about 40%; inconclusive = no clear call, values can overlap the other calls
PfHsp40 yeast: restores yeast growth despite PfHsp40 toxicity; S. cerevisiae expressing PfHsp40, growth rescue, ATP luminescence; 0.68% of 340,000 active; growth rescue, % at 12.5 µM; in the data active = growth rescue above about 28%, passing the limit was not always enough; inconclusive = no clear call, values can overlap the other calls;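 also: yeast W303a lacking pdr1 and pdr3 grown in galactose medium; growth measured after three days at 30 °C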
Mtb UGM inh: blocks M. tuberculosis UGM enzyme; purified UGM, fluorescence polarization probe displacement; 0.06% of 320,000 active; P9WIQ1; AID 504406; inhibition, % at 10 µM; in the data active = inhibition above about 10%, passing the limit was not always enough; inconclusive = no clear call, values can overlap the other calls
Target sequence (P9WIQ1 whole entry, looked up): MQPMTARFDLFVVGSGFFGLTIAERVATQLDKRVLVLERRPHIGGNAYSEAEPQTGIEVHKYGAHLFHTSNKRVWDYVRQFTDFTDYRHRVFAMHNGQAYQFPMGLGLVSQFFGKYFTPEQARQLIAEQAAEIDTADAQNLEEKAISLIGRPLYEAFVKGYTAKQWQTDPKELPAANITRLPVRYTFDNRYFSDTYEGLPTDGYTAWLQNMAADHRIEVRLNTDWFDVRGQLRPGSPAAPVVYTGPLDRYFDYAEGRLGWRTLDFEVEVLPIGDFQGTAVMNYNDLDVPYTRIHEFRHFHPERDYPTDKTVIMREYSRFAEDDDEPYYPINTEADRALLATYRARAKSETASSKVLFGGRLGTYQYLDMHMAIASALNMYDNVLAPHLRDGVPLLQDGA
BH1578 lux ind: inducers of Vibrio cholerae quorum light production without autoinducers; V. cholerae BH1578 lux reporter, luminescence, 6 h; activation, % at 18.7 µM; 0.16% of 350,000 active; AID 588436; in the data active = activation mostly above about 9.7%, no sharp cut-off; inconclusive = no clear call, values can overlap the other calls; inactive = mostly below about 3.7%; also: not every result past the cut was called active; inactives centre near 0; reference of the scale not given here
TcdB inh: inhibitors of Clostridioides difficile toxin B glycohydrolase | P18177 | TcdB glycohydrolase enzymatic assay, plate reader | inhibition, % at 9.99 µM | 0.24% of 350,000 active | AID 652162; in the data active = inhibition above about 10%
GDH-TPI inh: counter-screen for M. tuberculosis FBA inhibitors: GDH-TPI coupled enzymes; GDH-TPI coupled enzyme counterscreen, NADH absorbance; inhibition, % at 4.8 µM; 1.2% of 360,000 active; AID 588335; in the data active = inhibition above about 30%;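 also: 0% = DMSO wells and 100% = wells lacking the enzyme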
FBA Mtb inh: inhibitors of M. tuberculosis fructose-bisphosphate aldolase; P9WQA3; purified M. tuberculosis FBA, fluorescence read-out; inhibition, % at 1 µM; 2.3% of 360,000 active; AID 588726; in the data active = inhibition above about 27%;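 also: 0% = vehicle and 100% = reference inhibitor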
Target sequence (P9WQA3 whole entry, looked up): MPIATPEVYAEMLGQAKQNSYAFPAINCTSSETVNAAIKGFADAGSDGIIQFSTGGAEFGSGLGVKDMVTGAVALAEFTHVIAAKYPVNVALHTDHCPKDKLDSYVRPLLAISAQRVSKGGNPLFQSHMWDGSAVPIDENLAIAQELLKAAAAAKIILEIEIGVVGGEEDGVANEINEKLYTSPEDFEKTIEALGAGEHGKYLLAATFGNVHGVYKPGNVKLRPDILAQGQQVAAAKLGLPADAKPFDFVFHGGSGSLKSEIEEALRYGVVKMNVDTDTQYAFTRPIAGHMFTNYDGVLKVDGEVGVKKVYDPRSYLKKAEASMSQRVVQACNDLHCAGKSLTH
FadD28 binding: inhibitors of Mycobacterium tuberculosis FadD28 bisubstrate binding. FadD28 bisubstrate probe binding, fluorescence polarization. inhibition, % at 12.5 µM. 0.22% of 360,000 active. AID 588549; in the data active = inhibition above about 8.5%, passing the limit was not always enough; inconclusive = no clear call, values can overlap the other calls
Starred values were filed as active, the others as inactive; i = inactive; ? = inconclusive; · = no result given; & = joins results of further samples.

SMILES	Yp Topo-I inh	BioA inh	PfHsp40 yeast	Mtb UGM inh	BH1578 lux ind	TcdB inh	GDH-TPI inh	FBA Mtb inh	FadD28 binding
CN(C)S(=O)(=O)c1cccc(NC(=O)CCc2nc3cc(S(=O)(=O)N4CCOCC4)ccc3n2C)c1	20.3	-0.2	-0.5	·	-0.8	-0.6	8.7	7.3	-2.6
COc1ccc(C2(c3ccc(OC)cc3)NC(=O)N(CC(=O)NC(C)C)C2=O)cc1	-1.4	-0.5	-0.8	-0.6	i	2.2	-1.5	-1.4	-1.4
Cc1ccc(N=Cc2c(O)n(-c3ccc(C)cc3)c(=O)[nH]c2=O)cc1	2.5	-2.9	0.8	0.8	i	0.6	29.1	1.3	0.4
COc1cccc(-c2nn(-c3ccccc3)cc2CO)c1	-0.1	0.1	-1.1	0.1	·	·	2.9	0.3	-5.5
COc1cc(-c2noc(C)c2-c2ccc3[nH]ccc3c2)cc(OC)c1OC	7.3	-0.9	1.8	-1.7	i	·	6.2	4.3	-11.8
O=C(NCc1ccccc1)c1ccc2nccnc2c1	-3.9	0.7	31.4*	0.6	i	-0.3	9.5	-0.8	-2.2
C/C(N)=C(/C#N)C(=O)CSc1n[nH]c(-c2ccccc2Br)n1	-3.5&-3.2	-1.4	-1.1&-0.6	0.3	-0.8&2.9	1.3	9.9&-10.6	2.2&-13.5	-2.2&-4.4
O=C1CN(c2ccc(Cl)cc2)C2(CCCCC2)S1	1.5	·	-1.0	-0.4	-0.4	3.9	13.1	3.5	-0.7
Cc1ccc(C2C3=C(CC(C)(C)CC3=O)OC3=C2C(=O)CC(C)(C)C3)cc1	-7.0	·	0.4	5.1	-0.2	1.3	12.0	2.4	0.2
COCCNC(=O)C1CCCN(Cc2ccccc2)CC1 (configuration not stated)	-3.9	-1.3	·	·	-1.2	-0.5	1.8	-2.7	0.1
COC(=O)c1ccccc1NC(=O)CCn1c(=O)oc2ccccc21	9.3	0.0	-0.5	1.2	-1.1	-0.8	2.8	1.3	-0.1
C=CCNC(=O)c1cc2sccc2n1C	-0.7	·	-0.6	1.5	-0.2	2.0	15.5	0.8	0.0
CC(C)Cc1nc(Cl)c(C#N)c2c1CCC2	0.7	-1.9	2.4	1.6	i	3.2	-7.7	4.0	-0.2
COc1ccc(NC(=O)CCCSc2ccccc2)cc1S(N)(=O)=O	12.4	1.2	-0.3	2.1	i	1.7	9.8	-0.8	-4.1
CSCC[C@H](NC(=O)[C@@H]1CSC2c3ccccc3C(=O)N21)C(=O)NCc1ccco1 (some centres not stated)	0.8	-0.8	-0.4	1.9	i	-2.3	1.7	2.3	-0.1
CCNC(=S)NNC(=O)CC(C)C	8.4	·	-0.4	-0.5	0.0	-0.2	-0.6	1.0	-4.3
Cc1cc(NC(=O)CCC(=O)N(c2ccccc2)C(C(=O)NC2CCCC2)c2cccs2)no1 (configuration not stated)	4.7	-0.7	0.1	-3.0	-0.5	·	-0.9	0.0	-3.4
Cc1ccc2[nH]c3c(=O)n(N)c(C)nc3c2c1	10.3	1.1	-1.1	-0.3	-0.4	1.2	13.9	40.9*	-1.9
COc1ccc(S(=O)(=O)Oc2cccc(C(=S)N3CCOCC3)c2)cc1	9.1	0.1	-1.2	1.4	-0.4	2.2	1.0	0.4	-2.8
Cc1ccc(NC(=O)c2ccc(F)cc2F)cc1NS(C)(=O)=O	1.3	-2.0	·	-0.2	0.5	1.1	-3.0	2.8	-0.7
COCCN(C(=O)COC(=O)c1cc2c(s1)CCCC2)c1c(N)n(Cc2ccccc2)c(=O)[nH]c1=O	23.4	0.1	-1.3	-0.4	i	-0.4	7.9	-3.4	-4.1
CCN(CC)CCNC(=O)c1ccc(Sc2ccc(Cl)cc2)c(NC(C)=O)c1	-15.4	·	-0.5	-1.7	-2.9	0.3	-5.6	4.2	-3.9
Cc1cccc2nc3ccccc3cc12	1.8	-2.1	-1.2	-1.3	-0.5	-2.0	-6.9	32.9*	-4.1
COc1ccc(OC)c(NC(=O)c2ccc(-c3csc(C)n3)cc2)c1	-4.1	-2.9	2.2	0.0	i	0.1	3.7	-0.8	-0.8
COc1ccc(CCNC(=O)C2=CC=CN3CCS(=O)(=O)N=C23)cc1	4.6	0.2	-0.6	0.6	-2.3	2.0	5.4	2.8	-2.8

Single records, as listed above.
COc1ccc(OC)c(NC(=O)c2ccc(-c3csc(C)n3)cc2)c1 in the list: Yp Topo-I inh: -4.1; BioA inh: -2.9; PfHsp40 yeast: 2.2; Mtb UGM inh: 0.0; BH1578 lux ind: i; TcdB inh: 0.1; GDH-TPI inh: 3.7; FBA Mtb inh: -0.8; FadD28 binding: -0.8
Cc1ccc(NC(=O)c2ccc(F)cc2F)cc1NS(C)(=O)=O in the list: Yp Topo-I inh: 1.3; BioA inh: -2.0; PfHsp40 yeast: ·; Mtb UGM inh: -0.2; BH1578 lux ind: 0.5; TcdB inh: 1.1; GDH-TPI inh: -3.0; FBA Mtb inh: 2.8; FadD28 binding: -0.7

Shown with values under each structure: entries from further up
Values run as follows: Yp Topo-I inh, BioA inh, PfHsp40 yeast, Mtb UGM inh, BH1578 lux ind, TcdB inh, GDH-TPI inh, FBA Mtb inh, FadD28 binding
- COc1cc(-c2noc(C)c2-c2ccc3[nH]ccc3c2)cc(OC)c1OC
 : 7.3, -0.9, 1.8, -1.7, i, ·, 6.2, 4.3, -11.8
- O=C(NCc1ccccc1)c1ccc2nccnc2c1
 : -3.9, 0.7, 31.4*, 0.6, i, -0.3, 9.5, -0.8, -2.2
- C/C(N)=C(/C#N)C(=O)CSc1n[nH]c(-c2ccccc2Br)n1
 : -3.5&-3.2, -1.4, -1.1&-0.6, 0.3, -0.8&2.9, 1.3, 9.9&-10.6, 2.2&-13.5, -2.2&-4.4

Remaining list, next part
SMILES	Yp Topo-I inh	BioA inh	PfHsp40 yeast	Mtb UGM inh	BH1578 lux ind	TcdB inh	GDH-TPI inh	FBA Mtb inh	FadD28 binding
CCOC(=O)C1(Cc2ccc(OC)cc2)CCN(C(=O)CCN2CCCC2=O)CC1	3.9	-0.6	-0.1	-0.7	i	2.1	15.6	11.0	-1.0
O=C(Nc1ccc(S(=O)(=O)N2CCCCC2)cc1)C1CCN(C(=O)c2ccco2)CC1	6.6	0.3	2.1	-1.5	i	0.6	0.0	2.6	-3.5
CC(C)N(C(=O)CSc1ccc(S(=O)(=O)N2CCCCC2)cn1)c1ccccc1	13.2	4.3	-0.4	-1.1	0.0	-0.2	6.1	3.1	-2.9
COc1ccc2[nH]c3nc(SCC(=O)NNC(=O)c4ccc(OC)c(OC)c4)nnc3c2c1	-5.3	-3.4	-0.5	0.4	-1.0	·	41.2*	-0.4	-0.6
CC(=O)c1cccc(NC(=O)NNC(=O)c2ccc(Cl)cc2Cl)c1	3.7	·	-1.0	-1.1	-0.4	-0.3	1.9	-0.7	0.5
N/C(=N\OC(=O)Cc1ccccc1)c1ccccn1	-0.2	-0.2	-0.1	1.0	2.1	·	-5.3	4.8	-2.9
O=C(c1ccccc1)c1c[nH]c2cc3c(cc2c1=O)OCCO3	-10.4	-3.8	1.9	2.4	-0.3	·	10.9	3.1	-1.3
COc1ccccc1NS(=O)(=O)c1cc(N2Cc3ccccc3C2=N)ccc1N1CCOCC1	-5.0	·	2.1	-1.5	i	1.6	12.2	1.6	-0.9
COC(=O)c1sc(N2C(=O)C(O)=C(C(=O)c3ccc(C)o3)C2c2ccc(OC)c(OC)c2)nc1C (configuration not stated)	6.3	10.1	-0.6	1.6	3.4	1.4	2.4	-5.5	1.5
Cc1cc(=O)oc2cc(OCC(=O)OCC(=O)NCCc3ccccc3)ccc12	12.7	·	-1.3	1.2	-0.3	0.8	17.2	25.7	-2.5
CC1(C(=O)NC2CCCCCC2)CCN1C(=O)Cc1ccc(-c2ccccc2)cc1 (configuration not stated)	13.0	-2.0	·	·	-0.3	1.3	5.3	-2.9	-3.5
CCOC(=O)c1c(-c2ccccc2)nnn1-c1nc(OC)nc(N2CCOCC2)n1	13.6	0.4	-1.3	-1.2	i	·	-6.0	-5.2	-2.5
CCOC(=O)c1c(NC(=O)CN2C(=O)NC3(CCCCC3C)C2=O)sc(C)c1CC (configuration not stated)	5.6	0.6	0.9	1.3	-0.6	0.2	6.6	-2.0	-4.5
COCCCNC1=C(C#N)C(=O)NC2(CCCC2)S1	-0.3	-0.9	·	·	0.7	0.1	10.6	-0.5	-1.3
O=C(COC(=O)C1CCN(S(=O)(=O)c2cccs2)CC1)c1ccc2c(c1)OCCO2	-6.7	-5.3	-0.6	-3.4	-0.7	-8.8	10.8	-0.3	-1.2
Clc1ccc2oc(-c3cccnc3)nc2c1	-3.3	·	0.7	0.5	i	·	2.2	5.4	-1.5
CSc1nn(-c2ccc(C(=O)OC(C(=O)NC(N)=O)C(C)C)cc2)c(=S)s1 (configuration not stated)	4.4	·	0.2	4.6	-1.8	1.3	18.3	3.2	-4.5
O=C(Nc1ccccc1)OCCOc1ccccc1Br	-10.1	-0.2	0.2	5.4	-0.4	-9.9	-4.2	1.0	-5.6
c1cnc(N2CCSCC2)nc1	-7.1	·	-1.1	-7.1	0.9	·	2.5	6.6	-0.5
CCCC(=O)C1=C(O)C(C(=O)OC)C(C)(C)CC1=NCCc1ccc(OC)c(OC)c1 (configuration not stated)	2.8	-1.3	-0.3	-0.3	-0.5	-0.7	-3.5	-0.8	-1.0
CC(Nc1oc(-c2ccco2)nc1C#N)c1ccccc1 (configuration not stated)	-2.6	3.1	3.4	1.3	-0.3	·	13.0	49.4*	-5.8
COc1ccccc1C1CC(=O)NC(C)=C1C(=O)OCC1CCCO1 (configuration not stated)	3.0	0.0	0.7	1.6	1.1	·	5.9	0.6	-1.9
Cc1cc(NC(=O)/C(C#N)=C/c2ccco2)n(-c2ccccc2)n1	-1.2	·	0.9	0.4	i	-3.8	27.0	-1.5	-0.1
Cc1ccc(-c2cc(C(=O)N(C)Cc3cnn(C)c3C)c3cc(Br)ccc3n2)cc1	-1.8	·	2.3	0.4	i	0.9	16.2	3.7	-3.2
COc1ccccc1C(=O)O/N=C1/CCCc2c1ccc(OC)c2[N+](=O)[O-]	39.8	5.8	-0.2	-0.1	-1.1	·	0.8	5.7	0.4
CC(C)n1c(=O)c(C=Nc2ccc(F)cc2)c(O)n(Cc2ccco2)c1=O	4.7	·	-0.4	-2.2	-0.3	0.3	18.6	1.9	-0.7
CS(=O)(=O)N(CC(=O)N1CCN(c2ccccc2)CC1)c1cc(C(F)(F)F)ccc1Cl	5.2	0.6	0.3	-3.3	0.7	2.0	-5.7	3.7	0.2
COc1ccc2c(COC(=O)CNS(=O)(=O)c3ccc(C)c(C)c3)cc(=O)oc2c1	11.4	-1.0	0.4	-0.9	-4.6	-2.0	11.1	72.7*	-0.5
N#Cc1ccc(CSc2ccc(S(=O)(=O)N3CCCCCC3)cn2)cc1	?	0.5	6.1	·	i	3.4	-4.2	-1.2	-2.0

Individual results from the entries so far.
BH1578 lux ind with CCCC(=O)C1=C(O)C(C(=O)OC)C(C)(C)CC1=NCCc1ccc(OC)c(OC)c1 (configuration not stated) → -0.5
Mtb UGM inh with CC(Nc1oc(-c2ccco2)nc1C#N)c1ccccc1 (configuration not stated) → 1.3
FBA Mtb inh with COC(=O)c1sc(N2C(=O)C(O)=C(C(=O)c3ccc(C)o3)C2c2ccc(OC)c(OC)c2)nc1C (configuration not stated) → -5.5
FadD28 binding with COc1ccccc1NS(=O)(=O)c1cc(N2Cc3ccccc3C2=N)ccc1N1CCOCC1 → -0.9
Mtb UGM inh with CCOC(=O)c1c(NC(=O)CN2C(=O)NC3(CCCCC3C)C2=O)sc(C)c1CC (configuration not stated) → 1.3

Random excerpt: two entries already listed, in no set order.
SMILES	Yp Topo-I inh	BioA inh	PfHsp40 yeast	Mtb UGM inh	BH1578 lux ind	TcdB inh	GDH-TPI inh	FBA Mtb inh	FadD28 binding
O=C(c1ccccc1)c1c[nH]c2cc3c(cc2c1=O)OCCO3	-10.4	-3.8	1.9	2.4	-0.3	·	10.9	3.1	-1.3
O=C(COC(=O)C1CCN(S(=O)(=O)c2cccs2)CC1)c1ccc2c(c1)OCCO2	-6.7	-5.3	-0.6	-3.4	-0.7	-8.8	10.8	-0.3	-1.2
